Source: PubChem BioAssay (several laboratories)
CDK5 inh = blocks human CDK5/p35 kinase activity; inhibition, % at 10 µM; Recombinant CDK5/p35, ADP-Glo luminescence, 60 min; Q00535+Q15078; hit rate 0.01% among 330,000;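 active = highest replicate inhibition of at least 50% and at least 75% of replicates reaching 50%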;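 note: plate controls were DMSO neutral control for no effect and GW8510 at 10 µM for full effect; many of its hits are not listed in these tables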
Target sequence (Q00535 whole entry, looked up): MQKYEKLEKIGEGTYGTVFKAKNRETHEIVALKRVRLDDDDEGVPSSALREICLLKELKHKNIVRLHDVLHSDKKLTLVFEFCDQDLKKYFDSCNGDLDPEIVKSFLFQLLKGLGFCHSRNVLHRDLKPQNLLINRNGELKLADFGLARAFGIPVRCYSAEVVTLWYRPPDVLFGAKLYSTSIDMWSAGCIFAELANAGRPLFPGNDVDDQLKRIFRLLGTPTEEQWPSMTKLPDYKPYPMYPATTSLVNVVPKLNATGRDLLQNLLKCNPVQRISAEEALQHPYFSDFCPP
Target sequence (Q15078 whole entry, looked up): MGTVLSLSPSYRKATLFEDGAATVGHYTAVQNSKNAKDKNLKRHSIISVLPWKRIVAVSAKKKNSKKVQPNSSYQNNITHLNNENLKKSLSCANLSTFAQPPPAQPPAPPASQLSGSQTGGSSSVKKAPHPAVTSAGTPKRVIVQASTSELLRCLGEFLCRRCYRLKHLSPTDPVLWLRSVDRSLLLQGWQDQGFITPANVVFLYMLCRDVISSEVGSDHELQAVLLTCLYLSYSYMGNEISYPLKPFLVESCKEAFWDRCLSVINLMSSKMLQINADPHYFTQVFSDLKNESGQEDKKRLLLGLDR
PvdQ inh = P. aeruginosa PvdQ acylase inhibition; inhibition, % at 10 µM; AID 488965; purified PvdQ acylase, fluorescence plate reader; hit rate 0.063% among 340,000; in the data active = inhibition above about 30%, passing the limit was not always enough;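 note: 0% = vehicle neutral wells and 100% = reference inhibitor wells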
PfHsp90 set2 = inhibits growth of yeast expressing Plasmodium falciparum Hsp90; S. cerevisiae expressing PfHsp90, BacTiter-Glo ATP, 48 h; yeast lacking PDR1 and PDR3 efflux regulators; inhibition, % at 9.4 µM; hit rate 0.32% among 310,000;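 active = every replicate shows inhibition above about 80%, whatever the replicate mean, limit read from the data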;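 note: 0% = DMSO neutral controls and 100% = 20 µM radicicol positive controls; yeast relying on Plasmodium falciparum Hsp90 in place of its own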
NSD2 HMT inh = blocks human histone methyltransferase NSD2. O96028. NSD2 peptide methylation, AlphaScreen, 120 min. inhibition, % at 12.5 µM. hit rate 0.54% among 310,000; in the data active = inhibition above about 50%
Cardiac RTF inh = cardiac RTF calcium desensitization; inhibition, % at 7.15 µM; IANBD-labeled cardiac RTF, Ca2+ fluorescence; hit rate 0.12% among 340,000; AID 493244; P19429+P45379;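 active = inhibition above the mean inhibition of all tested compounds plus 3 SD, cut at about 17% in these data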;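 note: assay run at fixed EC70 calcium of 1.6 mM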
SUMO Mot1 rescue = blocks SUMOylation pathway, rescuing yeast Mot1-301 growth; growth rescue, % at 18.8 µM; AID 2716; hit rate 1% among 320,000; S. cerevisiae Mot1-301 growth rescue, ATP luminescence, 38.5C; percent above DMSO median, 100 means doubled;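 active = every valid replicate shows activation above 250% relative to neutral control wells; inactive = the rest, any valid replicate at or below 250%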;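 note: OY570 slx delta 5 strain wells were the positive control but not used for scaling; some compounds called inactive have numbers as strong as hits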
cardiac RTF act = increases calcium sensitivity of human cardiac regulated thin filaments; hit rate 0.24% among 340,000; AID 493008; P19429+P45379; IANBD-labeled TnC RTF fluorescence at EC20 calcium; 0% EC20 calcium, 100% full calcium; activation, % at 7.2 µM;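 active = activation above the mean over all tested compounds plus 3 SD, cut at about 30% in these data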;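 note: rise in fluorescence read as greater calcium sensitivity of cardiac thin filaments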
Rtt109 Vps75 = blocks Candida albicans Rtt109/Vps75 acetyltransferase activity. Q5AAJ8. hit rate 0.16% among 330,000. purified Rtt109/Vps75, ThioGlo CoA-SH fluorescence, 4 h. inhibition, % at 34.9 µM;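 active = inhibition of at least 50% in every replicate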
dFosB act = activators of mouse delta FosB homodimer | hit rate 0.99% among 340,000 | P13346 | activation, % at 25 µM | purified delta FosB, TAMRA-CDK5 oligo fluorescence polarization; percent of positive-control signal above neutral wells;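 active = mean activation above about 17%, with every replicate also reaching it, limit read from the data, passing the limit was not always enough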;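 note: fluorescence polarization rise as delta FosB binds a TAMRA Cdk5 AP-1 oligo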
Target sequence (P13346 whole entry, looked up): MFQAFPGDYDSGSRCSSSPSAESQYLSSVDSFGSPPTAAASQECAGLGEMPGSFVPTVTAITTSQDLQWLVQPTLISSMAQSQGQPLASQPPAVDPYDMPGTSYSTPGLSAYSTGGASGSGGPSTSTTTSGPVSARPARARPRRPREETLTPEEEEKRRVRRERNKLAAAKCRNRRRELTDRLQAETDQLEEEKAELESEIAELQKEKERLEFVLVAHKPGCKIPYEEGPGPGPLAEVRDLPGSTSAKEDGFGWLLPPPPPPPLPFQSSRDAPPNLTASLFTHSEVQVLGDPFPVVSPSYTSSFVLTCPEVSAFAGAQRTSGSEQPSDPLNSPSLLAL
LANA DNA inh = inhibitors of KSHV LANA C-terminal domain DNA binding. MBP-C-LANA/FAM-LBS DNA binding, fluorescence polarization. inhibition, % at 9 µM. hit rate 0.078% among 340,000;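 active = highest replicate inhibition at or above 60% at 9 µM, even if other replicates fall short; inactive = all replicates below 60% inhibition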;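 note: 0% = neutral control wells and 100% = 4 µM acridine orange control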
Keap1 Nrf2 FP = Keap1-Nrf2 (human) interaction inhibition | Q14145 | Keap1 Kelch-Nrf2 peptide fluorescence polarization, 1536-well | inhibition, % at 9.4 µM | hit rate 0.15% among 340,000 | AID 504523; in the data active = inhibition above about 12%;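 note: human Keap1 Kelch domain with fluorescein labeled Nrf2 9mer peptide probe; 0% = neutral control wells and 100% = peptide positive control; higher means more block of Keap1 binding to Nrf2 peptide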
The depositor's hits bear a star; nt = no result given. Compounds as they come, and some 3.2% of all compounds hit somewhere here.

SMILES	CDK5 inh	PvdQ inh	PfHsp90 set2	NSD2 HMT inh	Cardiac RTF inh	SUMO Mot1 rescue	cardiac RTF act	Rtt109 Vps75	dFosB act	LANA DNA inh	Keap1 Nrf2 FP
O=C(CNC(=O)C1CCCCC1)OCc1cc(=O)oc2ccc3ccccc3c12	1.1	-10	-16	-4	-9	-4	0	2	-24	1.1	-1
Cn1nc(C(=O)NCC2CCCO2)c2ccccc2c1=O (centres undefined)	-2.0	-12	-23	nt	-2	-3	6	-2	-4	-0.2	-1
Cc1cc2c(C)nc(N/N=C/c3ccccc3)nc2o1	0.4	1	24	-4	-1	-7	0	0	1	3.6	-1
CCOC(=O)CCCSc1nnc(CCCCCN2C(=O)c3cccc4cccc(c34)C2=O)o1	0.7	15	28	-2	4	70	1	3	-2	2.4	0
O=C(CCl)Nc1ccccc1Sc1ccc(Cl)cc1	-1.6	-8	-42	-3	-6	198	9	1	5	-0.5	-1
Cc1ccc2nc(SCC(=O)Nc3ccccc3F)nc(=O)n2c1	-0.9	-11	nt	1	-5	5	-1	0	-11	-0.4	1
O=C(N/N=C/C=C/c1ccccc1)c1n[nH]c2c1CCC2	0.6	-16	-7	2	4	-6	1	-1	-2	0.9	3
Cc1ccc(-c2nc(CS(=O)CC(=O)NC3CC3)c(C)o2)cc1 (centres undefined)	3.3	-7	-17	-7	-9	24	0	-4	-1	-0.3	-2
O=C(NCCc1nc(-c2ccccc2Cl)no1)c1ccccc1	0.9	1	3	nt	-12	-6	-5	6	-1	-0.1	-5
Cc1ccc(N(C(C)C(=O)Nc2cccc(N(C)S(C)(=O)=O)c2)S(C)(=O)=O)cc1 (centres undefined)	2.9	-1	-22	1	-17	122	-3	1	0	1.1	0
Cc1cc(SCC(=O)Nc2ccc(O)cc2)n2nc(C)c(-c3ccccc3)c2n1	1.6	-11	-3	-2	12	-19	-10	-25	4	0.3	-2
O=[N+]([O-])c1ccc(Cl)c(CN2CCC(O)CC2)c1	1.0	-2	-2	-3	1	2	-6	6	3	0.5	0
NNC(=O)Cn1c(-c2ccccc2)cc2ccccc21	0.1	-17	11	6	-7	13	6	6	-7	4.4	1
CCCn1c(NC(=O)c2ccco2)nc2ccccc21	2.4	-7	nt	-1	4	-6	3	-4	-12	0.3	6
CN(C)c1nc(N(C)C)nc(N(C#N)CCOc2ccccc2)n1	4.2	-4	7	-1	2	11	2	-3	3	-1.1	0
COc1cc(NC(=O)Cn2cnc(S(=O)(=O)N3CCCCC3)c2)cc(OC)c1OC	-0.2	-6	25	-4	-9	25	-2	0	-12	-0.4	-3
CN(C)S(=O)(=O)c1ccc(C(=O)Nc2nc(-c3ccccc3)c(C(=O)c3ccccc3)s2)cc1	0.6	5	6	1	6	nt	-3	11	1	3.1	0
Cc1cccc(C)c1N(CC(O)Cn1c2ccccc2c2ccccc21)S(C)(=O)=O (centres undefined)	-4.7	-13	0	0	-14	31	5	1	-22	-1.2	-4
COC(=O)c1ccc(C(=O)OC)c(NC(=O)COC(=O)c2ccc(OC)c(OC)c2OC)c1	-2.4	8	-5	0	-24	3	2	7	2	-1.5	-1
Cc1ccc(C(=O)NCCNC(=O)c2ccc(F)cc2)cn1	0.3	-7	6	-3	-16	0	-6	-8	5	-0.2	0
Cn1c(CNC(=O)CNC(=O)c2ccccc2F)cc(=O)n(C)c1=O	0.5	-13	3	-5	-1	15	0	0	4	-1.3	-5
O=S(=O)(NC1CC1)c1cccc(S(=O)(=O)N2CCCC2)c1	-0.7	12	0	-3	-7	-3	5	-4	5	-1.9	0
CC(C)(C)C(=O)N1CCN(C(=O)c2ccco2)CC1	-0.1	-5	1	-1	9	-11	2	-9	-3	0.4	-1
COc1ccccc1/C=C/C(=O)OCC(=O)NC1CCS(=O)(=O)C1 (centres undefined)	-1.7	-10	1	-2	-6	16	2	0	-4	-1.4	-4
CCn1cc(C(=O)OCc2cccc(Br)c2)c(=O)c2ccc(C)nc21	1.1	-9	-11	40	-4	10	-1	-1	-4	-0.1	2
COc1ccc(NC(=O)[C@@H](NC(N)=O)C(C)C)cc1Cl	-1.3	0	-5	-1	3	4	-5	-7	-3	-0.7	2
c1ccc2cc(C3CCCCC3)ncc2c1	2.0	-6	12	nt	3	738*	-7	-5	1	-0.3	-2
Cn1c(CCNC(=O)c2ccccc2)nc2cc(NC(=O)C3CCCCC3)ccc21	-4.2	-11	7	-5	-3	-6	2	-1	0	1.1	-5
CCOC(=O)N1CCN(S(=O)(=O)c2cc(Br)cc3c2N(C(=O)C2CC2)CC3)CC1	-0.6	-13	-27	-1	0	2	0	nt	-6	-0.3	-2
Cc1ccc(C)c(S(=O)(=O)N2CCN(c3ncnc4sccc34)CC2)c1	-3.4	-11	-15	3	-4	-2	3	-11	-19	2.2	-1
COc1ccc(S(=O)(=O)N2CCC(C(=O)Nc3ccccc3C)CC2)c2cccnc12	-1.7	-20	nt	0	-4	-9	4	8	-14	-0.4	-2
O=C(c1cc2cc(Cl)cc(Cl)c2oc1=O)N1CCOCC1	-0.9	-17	-23	-4	-6	23	4	-16	6	0.2	-3
CCOc1ncccc1C(=O)OCC(=O)Nc1ccc2c(c1)CCC2	0.9	-18	nt	1	-5	16	0	-9	-4	0.4	-3
CCS(=O)(=O)c1ccc(NC(=O)c2ccccc2Cl)c(O)c1	1.3	-16	nt	1	-8	-3	-5	21	4	-1.7	-6
Cc1ccc(NC(=O)C2=CN3CCS(=O)(=O)N=C3C=C2)cc1	-0.2	-19	-20	-1	1	-12	-3	-11	-3	0.2	-4
Cc1ccc(NC(=O)CN(C)CC(=O)Nc2ccccc2-c2ccccc2)cc1	0.3	7	5	-2	6	62	-2	5	-9	0.5	4
O=C(CCCN1C(=O)/C(=C/c2ccccc2Cl)SC1=S)Nc1ccccn1	0.1	11	-6	1	-20	11	-4	12	-8	-0.5	2
Cc1cccc(N2C(=O)CC(N3CCOCC3)C2=O)c1 (centres undefined)	-0.6	-8	-24	-1	0	4	9	-5	5	1.0	-1
COc1ccccc1NC(=O)COC(=O)/C=C/c1ccc2c(c1)OCO2	0.9	8	-11	-1	7	387	0	10	-3	-1.4	-1
COc1ccc(NC(=O)Cn2nc([N+](=O)[O-])c(Cl)c2C)cc1OC	-2.6	-10	34	4	1	-15	-1	10	-2	0.5	-1
N=c1n(CCO)c2ccccc2n1CCOc1ccccc1	0.4	19	11	9	-1	-17	-13	-5	-6	0.4	-5
CC(C)c1ccc2oc(=O)cc(CN3CCN(c4ccccc4)CC3)c2c1	-0.5	-9	22	1	-7	78	-4	-1	-7	-0.3	0
CC(C)C(=O)Nc1cc(C(F)(F)F)ccc1N1CCOCC1	0.1	-2	-12	-1	-11	-4	4	-6	10	0.9	-1
CCCCCC(=O)NNC(=O)c1ccc(F)cc1	-2.3	-14	7	-2	1	19	5	3	6	2.1	-5
O=C(CCNS(=O)(=O)c1ccccc1C(F)(F)F)NCc1ccc2c(c1)OCO2	0.0	-7	nt	-1	-5	2	2	nt	-6	-0.6	1
COc1ccc(-c2nc(C3CCCCC3)no2)cc1OC	-3.8	-12	-18	-5	-4	-14	3	1	-16	0.6	-8
Cc1ccccc1NC(=O)C1CCCN1C(=O)NC1CCCCC1 (centres undefined)	-0.7	-7	-5	-3	-7	-4	-2	1	-5	1.3	2
COC(=O)[C@@H]1C[C@@]2(Br)c3ccccc3N(S(=O)(=O)c3ccccc3)[C@H]2N1C(=O)OC	5.0	-17	4	nt	-2	0	-1	6	-2	1.2	-18
CCOc1cc(C2/C(=C(/O)c3ccc(S(=O)(=O)N4CCCCC4)cc3)C(=O)C(=O)N2CCOC)ccc1O (centres undefined)	-2.8	-3	0	nt	1	12	-2	-1	1	1.0	2
O=[N+]([O-])c1cccc(-c2ccc(/C=N/NC(=S)NCc3ccco3)o2)c1	0.8	5	-4	0	-4	41	4	6	6	-0.2	-1
Cc1ccc(C)c(OCCn2cc(/C=C(\C#N)C(=O)NCc3cccs3)c3ccccc32)c1	-2.4	-6	-11	-1	3	5	-2	0	6	0.9	2
COC(=O)C1C/C(=N\NS(=O)(=O)c2ccc(C)cc2)c2ccccc2C1 (centres undefined)	-2.2	-16	-10	24	-5	-5	1	2	-13	0.2	-2
Cc1c(C(c2cccc([N+](=O)[O-])c2O)c2c(C)n(C)n(-c3ccccc3)c2=O)c(=O)n(-c2ccccc2)n1C	-5.0	-14	nt	-6	-6	6	2	4	-10	-1.6	-4
CCOC(=O)c1c(NC(=O)Cc2cccs2)sc2c1CCCC2	1.0	-19	-18	2	-1	-7	6	2	-2	-3.2	-4
Cc1nc(CNS(=O)(=O)c2cccs2)cs1	-1.3	-15	13	-2	-5	0	-3	nt	2	1.1	-15
COc1ccc(N(CC(=O)NCc2ccco2)S(C)(=O)=O)cc1	-1.4	-13	-8	2	-3	6	1	4	-3	2.2	-3
CC(C)(C)CN1CCN(Cc2c[nH]c3ccccc23)CC1CCO (centres undefined)	-6.5	-14	3	15	-9	7	7	-3	-2	-0.6	-2
O=C(CNC(=O)c1ccccc1)Nc1ccsc1C(=O)O	0.0	-13	17	0	-3	-4	-6	3	4	1.3	-3
COc1ccc(C(=O)OCC(=O)NC(C)(C)C)cc1[N+](=O)[O-]	-0.6	-5	9	0	0	-3	2	7	-3	0.4	-1
COc1cc(CC(=O)Nc2sccc2C(N)=O)cc(OC)c1OC	-0.7	-1	-4	2	-9	106	1	9	-6	0.3	-6

(more compounds)
SMILES	CDK5 inh	PvdQ inh	PfHsp90 set2	NSD2 HMT inh	Cardiac RTF inh	SUMO Mot1 rescue	cardiac RTF act	Rtt109 Vps75	dFosB act	LANA DNA inh	Keap1 Nrf2 FP
COc1ccc(CNC(=O)C2CCCN2S(=O)(=O)c2ccc(F)cc2)cc1 (centres undefined)	2.0	-6	-21	-1	-9	-8	-2	-19	-8	-0.7	-3
O=C(CCC(=O)N(CC(=O)NC1CCCCC1)c1ccc2c(c1)OCO2)Nc1ccccn1	0.4	-2	-8	nt	1	12	-1	-8	-2	-0.3	2
COc1ccc(/C(O)=C2\C(=O)C(=O)N(CCN3CCOCC3)C2c2ccccc2OC)cc1 (centres undefined)	3.7	-6	9	11	-15	nt	4	3	0	0.2	-6
CC(=O)N1CCN(c2ccc(NC(=O)c3ccc(C)cc3)cc2)CC1	-1.4	-16	nt	nt	4	-8	1	2	0	1.0	-3
Cc1ccc(OCCNC(=O)c2cccc(S(=O)(=O)N3CCN(C)CC3)c2)cc1	-1.4	0	12	1	1	9	0	5	4	4.0	-5
O=C(Cn1ccc2cc(S(=O)(=O)N3CCCC3)ccc21)NCCc1ccccc1	nt	6	4	1	7	20	-2	12	-4	0.6	2
CN(C)CC1CCCCC1OC(=O)c1ccc(Br)cc1 (centres undefined)	0.3	-9	-15	6	-6	2	-1	-4	-6	-0.6	4
